Source: PubChem (National Center for Advancing Translational Sciences (NCATS))
ELG1 genotox = genotoxicity induction in ELG1-luciferase HEK293T cells; 330,000 compounds, 1.3% hits; HEK293T ELG1-luciferase reporter, luminescence, 16 h; Potency, µM (titrated, usually from 46 µM), without a hit: at the highest dose activity change, positive = activation, actives largely listed as activators; further: potency means the concentration at half of the fitted maximal effect; % of control where 0% means no effect; nearly all actives have a fitted effect of over 60% in size
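16 hr compound incubation (37 °C, 5% CO2) of HEK293T cells carrying luciferase-tagged ELG1; luciferase then measured by ONE-Glo luminescence after 30 min at RT.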
RORg inh = blocks mouse ROR gamma transcriptional activity; Potency, µM (doses to about 53.6 µM), for inactives: top-dose activity change, negative = inhibition, actives largely listed as inhibitors; Drosophila S2 Gal4-RORgamma UAS-luciferase reporter, 20 h; 310,000 compounds, 5.4% hits; P51450; AID 2551; further: potency means the concentration at half of the fitted maximal effect; on the % scale 0 is the no-effect control and ±100 the full control effect; nearly all actives have a fitted effect of over 60% in size
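A Gal4/UAS one-hybrid system in insect cells: metallothionein-promoter Gal4–ROR gamma fusion plus Photinus luciferase reporter. Copper sulfate 700 uM final, 20 hr ambient incubation, luminescent detection after 10 min with reagent.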
FLuc counter = firefly luciferase modulation, counter-screen for miR-21 project; P08659; purified FLuc, Km substrates, luminescence inhibition; Potency, µM (series often up to 57.5 µM), without a hit: at the top dose activity change, negative = inhibition, hits mostly inhibitors; 360,000 compounds, 6.9% hits;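 further: potency means the concentration at half of the fitted maximal effect; plate controls were vehicle for no effect and reference inhibitor for full effect; nearly all actives have a fitted effect of over 55% in size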
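Purified P. pyralis luciferase (10nM final) with 10uM D-luciferin and 10uM ATP (Km levels) in 50mM Tris acetate pH 7.5, 10mM Mg acetate, 0.01% Tween-20, 0.05% BSA; qHTS 6-point titration, ~60 µM downward; luminescence read.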
ELG1 repair inh = ELG1-dependent DNA repair inhibition. HEK293T ELG1-luciferase reporter, luminescence, 16 h; DNA damage induced by 5-fluorouridine. Potency, µM (top dose mostly 46.1 µM), inactives show top-dose activity change, negative = inhibition, hits mostly inhibitors. 330,000 compounds, 2.3% hits. AID 504467; further: potency means the concentration at half of the fitted maximal effect; on the % scale 0 is the no-effect control and ±100 the full control effect; nearly all actives have a fitted effect of over 55% in size
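Cells (2,000 per well) received 5-fluorouridine plus test compound or DMSO and were incubated 16 hr at 37 °C, 5% CO2. Luciferase activity was read by luminescence 30 min after ONE-Glo addition; signal suppression marked inhibition of damage-induced ELG1 function.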
Gal4-VP16 FLuc = inhibits Gal4-VP16 luciferase reporter, ROR gamma counter-screen; Drosophila S2 Gal4-VP16 UAS-luciferase, luminescence, 20 h; Potency, µM (series often up to 53.6 µM), for inactives: top-dose activity, negative = inhibition, most hits filed as inhibitors; 310,000 compounds, 3.5% hits; AID 2546;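 further: Gal4-VP16 expression switched on by copper sulfate through the metallothionein promoter; potency means the concentration at half of the fitted maximal effect; on the % scale 0 is the no-effect control and ±100 the full control effect; nearly all actives have a fitted effect of over 50% in size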
Rab9 promoter act = activators of Rab9 promoter; Huh7 Rab9 promoter-luciferase reporter, luminescence, 24 h; Potency, µM (titrated, usually from 9.22 µM), inactives show top-dose activation, negative = inhibition, usual class: activators; 320,000 compounds, 2.8% hits; AID 485297; further: potency means the concentration at half of the fitted maximal effect; % of control where 0% means no effect; nearly all actives have a fitted effect of over 60% in size
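Steps: seed 1500 Huh7 Rab9-luc cells per well, rest 2 h at 37 °C; add compound in DMSO; incubate 24 h; add luciferase reagent, 10 min ambient; read luminescence.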
p53 reactivation = mutant p53 re-activation in reporter cells; H1299 p53-A138V BP100-luciferase reporter, luminescence, 24 h; Potency, µM (top dose mostly 92.2 µM), for the others: top-dose activity change, positive = activation, actives largely listed as activators; 320,000 compounds, 0.063% hits; AID 504706; further: potency means the concentration at half of the fitted maximal effect; % of control where 0% means no effect; nearly all actives have a fitted effect of over 45% in size
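H1299 (p53-null), stable ts p53-A138V + BP100-Luc; 1000 cells/well, Opti-MEM/10% FBS; cpd 4 pt, 1:5; 24 h, 37 deg C, 5% CO2; detection reagent 10 min RT; luminescence.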
TRPV1 ag = activates the human vanilloid receptor TRPV1; Q8NER1; TRPV1-expressing cells, Fluo-8 calcium influx, agonist mode; activation, % at 8.33 µM; 320,000 compounds, 0.19% hits; AID 540275; in the data active means activation above about 80%; inconclusive means between about 30% and that limit; further: 0% is about no effect
Target sequence (Q8NER1 whole entry, looked up): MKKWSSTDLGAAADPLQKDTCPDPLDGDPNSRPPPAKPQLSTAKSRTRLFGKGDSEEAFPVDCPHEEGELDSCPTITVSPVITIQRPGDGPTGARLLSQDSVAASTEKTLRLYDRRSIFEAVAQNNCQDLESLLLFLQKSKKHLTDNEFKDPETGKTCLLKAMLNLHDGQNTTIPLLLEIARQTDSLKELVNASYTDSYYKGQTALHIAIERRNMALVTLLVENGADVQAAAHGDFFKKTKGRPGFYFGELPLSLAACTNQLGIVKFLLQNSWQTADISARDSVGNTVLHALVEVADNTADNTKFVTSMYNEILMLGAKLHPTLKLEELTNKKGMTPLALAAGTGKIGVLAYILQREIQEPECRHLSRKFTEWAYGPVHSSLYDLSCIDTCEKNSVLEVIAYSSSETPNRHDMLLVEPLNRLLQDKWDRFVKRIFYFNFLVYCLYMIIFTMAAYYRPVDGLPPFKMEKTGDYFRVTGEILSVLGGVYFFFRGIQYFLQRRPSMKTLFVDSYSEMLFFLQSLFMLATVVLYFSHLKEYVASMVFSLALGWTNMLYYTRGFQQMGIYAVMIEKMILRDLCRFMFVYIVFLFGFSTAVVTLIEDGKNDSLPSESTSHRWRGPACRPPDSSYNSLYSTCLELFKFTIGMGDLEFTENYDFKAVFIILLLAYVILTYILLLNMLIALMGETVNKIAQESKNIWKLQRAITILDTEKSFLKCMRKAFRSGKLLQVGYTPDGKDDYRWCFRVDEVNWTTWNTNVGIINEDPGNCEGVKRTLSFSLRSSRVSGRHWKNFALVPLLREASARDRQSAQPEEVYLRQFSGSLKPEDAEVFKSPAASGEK
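Fluo-8 calcium influx in TRPV1-expressing cells, kinetic read (ex 480/em 520 nm). Compound added and read 3 min for agonist activity, followed by capsaicin at EC20 final and 2 min further read for enhancement.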
Tb PFK inh = T. brucei PFK enzyme inhibition; O15648; T. brucei PFK, ADP-Glo luminescence; Potency, µM (doses to about 57.5 µM), for the others: at the highest dose activity, negative = inhibition, hits mostly inhibitors; 330,000 compounds, 0.17% hits;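 further: potency means the concentration at half of the fitted maximal effect; 0% = uninhibited 1x PFK enzyme wells and -100% = no-enzyme wells; nearly all actives have a fitted effect of over 60% in size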
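ADP-Glo luminescence quantified ADP after 45 min at room temperature, with 1.25 nM T. brucei PFK, 0.1 mM ATP and 0.5 mM fructose-6-phosphate in pH 8.0 TEA buffer. qHTS titrations up to 57 µM; curves classified by quality.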
NPC1 prom act = activators of NPC1 promoter; Potency, µM (highest dose often 9.22 µM), for the others: top-dose activation, hits mostly activators; 320,000 compounds, 2.4% hits; AID 485313; Huh7 NPC1 promoter luciferase reporter, 24 h;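 further: potency means the concentration at half of the fitted maximal effect; % of control where 0% means no effect; nearly all actives have a fitted effect of over 60% in size; reporter is driven by a mutant NPC1 promoter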
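NPC1 promoter–luciferase Huh7 cells; 24 h compound; luminescence.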
BRCA1 expr up = activators of BRCA1 expression | MCF7-BRCA1-FFLuc reporter, luminescence, 48 h; response scale: scaled: vehicle 0%, 10 µM genistein 100% | Potency, µM (highest dose often 46.1 µM), without a hit: at the top dose activation, usual class: activators | 380,000 compounds, 1.1% hits; further: potency means the concentration at half of the fitted maximal effect; nearly all actives have a fitted effect of over 80% in size; some results filed as inactive show a strong effect at the top dose
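Reporter cells (MCF7, BRCA1 promoter-firefly luciferase) received library compounds across a concentration series for 48 h. End-point luminescence was measured and concentration-effect curves derived after normalization.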
* hit, by the source's call; ? = inconclusive; . = no result given; & = joins results of further samples; [ ] = another dose, or the depositor's remark. Unless noted, the call rests on the fitted dose curve; in most records, active means well fitted curve in the direction sought with a large enough effect; inconclusive means small, poorly fitted or top-dose-only effect, or another doubt; inactive means no such curve, though single readings can be large; an effect the other way counts as inactive or inconclusive.

SMILES	ELG1 genotox	RORg inh	FLuc counter	ELG1 repair inh	Gal4-VP16 FLuc	Rab9 promoter act	p53 reactivation	TRPV1 ag	Tb PFK inh	NPC1 prom act	BRCA1 expr up
COc1ccc2nc(N3C(=O)C(O)=C(C(=O)c4ccco4)C3c3ccc(C)o3)sc2c1 (configuration not stated)	1.5%	.	?	16.7%	.	-4.7%	4.2%	-6.4	-0.7%	-2.5%	-10.1%
O=C(Nc1ccc(CN2CCOCC2)cc1)c1ccc2ccccc2c1	?	2.0%	8.49µM*	?	?	1.41µM*	?	14.7	-1.2%	1µM*	?
Cc1ccc(C)c(N2CCN(C(=O)CCc3nc(-c4cccc(Cl)c4)no3)CC2)c1	?	.	.	?	.	.	?	.	-5.0%	.	?
Cc1cc(C)c(-n2nnnc2SCC(=O)c2cccs2)c(C)c1	-4.4%	?	0.5%	?	-23.6%	0.4%	-3.3%	10.8	2.8%	-2.0%	-3.9%
Cc1cc(C)cc(NC(=O)c2ccc(S(=O)(=O)N(C)CC3CCCO3)cc2)c1 (configuration not stated)	-7.4%	3.3%	2.6%	13.9%	-5.6%	5.6%	-18.6%	-0.9	-5.8%	0.1%	-1.6%
COCCN(C(=O)COC(=O)CSc1ccc2ccccc2c1)c1c(N)n(Cc2ccccc2)c(=O)[nH]c1=O	1.6%	.	0.0%	3.5%	.	-4.9%	-2.5%	-2.2	4.1%	-3.1%	-10.5%
C=C(C)COc1ccc(-c2n[nH]c(C)c2-c2ccccc2)c(O)c1	-6.9%	7.08µM*	3.5%	?	3.16µM*	-8.4%	13.9%	9.4	-0.5%	-2.7%	-79.5%
O=C(Nc1ccccc1N1CCN(C(=O)c2ccc(Cl)cc2)CC1)c1ccc([N+](=O)[O-])o1	-13.7%	-100.4%	-1.2%	-26.0%	?	16.9%	-13.0%	4.8	2.8%	-6.7%	-94.6%[inhibitor]
CC(=O)COc1cc(C)cc2oc(=O)cc(-c3ccccc3)c12	-4.8%	-2.7%	-0.6%	9.1%	-2.8%[10 µM]	1.3%	0.5%	0.8	1.7%	-1.1%	6.5%
COC(=O)CNC(=O)COC(=O)c1ccc(OC)c([N+](=O)[O-])c1	1.7%	28.4%	0.3%	16.3%	1.2%	-0.3%	-2.5%	-3.6	8.9%	-2.0%	-22.8%
Cc1cc2oc(C(=O)NCCc3ccc(S(N)(=O)=O)cc3)cc(=O)c2cc1C	2.7%	18.5%	1.4%&0.7%	-4.1%	-5.3%	-4.8%	6.3%	1.7	29.3%	-4.7%	-21.1%
COc1cccc(CN(C)Cc2cc(=O)oc3c(C)c(C)ccc23)c1	8.7%	41.2%	?	?	?	-0.2%	17.7%	?	2.9%	-2.7%	1.6%
COc1ccc(NC(=S)Nc2ncccc2C)c(OC)c1	11.8%	3.16µM*	9.53µM*	?	10µM*	?	11.4%	2.0	?	?	?
CNC(=O)c1c(NC(=O)CCS(=O)(=O)c2ccccc2)sc2c1CCN(C(=O)OC)C2	15.2%	.	-0.7%	24.0%	.	-2.7%	-2.8%	0.5	-4.0%	-7.8%	-59.1%
CCOC(=O)c1cc2sc(C)cc2n1CC(=O)NCc1ccc(F)cc1	6.4%	-108.4%	-0.2%	7.8%	?	-9.5%	3.9%	?	-0.2%	5.5%	15.2%
CCN1CCCC(OC(=O)C(c2ccccc2)c2ccccc2)C1 (configuration not stated)	-2.4%	7.6%	0.4%	0.4%	-5.9%	-1.3%	-1.1%	-1.9	-5.9%	-2.4%	0.0%
CC1C(=O)N2CCCc3cc(NC(=O)C(=O)NCCN4CCOCC4)cc1c32 (configuration not stated)	13.2%	.	-5.4%	28.4%	.	-0.4%	1.8%	-1.3	-0.7%	-1.2%	-28.0%
CCC(=O)c1ccc(Oc2ccc(C(=O)c3ccc(C)cc3)cc2[N+](=O)[O-])cc1	10.2%	?	-5.4%	-6.2%	9.1%	-6.7%	0.9%	5.6	-5.2%	-0.3%	-37.3%
Cc1ccc([N+](=O)[O-])cc1S(=O)(=O)Nc1cccc(S(=O)(=O)NC2=NCCC2)c1	0.4%	.	.	-1.8%	.	.	-10.4%	.	-3.4%	.	2.1%
COc1cc(NC(=O)CCS(=O)(=O)c2nc(-c3cccs3)cc(C(F)(F)F)n2)cc(OC)c1OC	.	.	5.1%	.	.	-0.6%	.	-4.5	-7.9%	-7.1%	.
CCCn1c(SCC(=O)Nc2ccc(OC)cc2[N+](=O)[O-])n[nH]c1=O	-0.8%	2.7%	-4.7%	8.9%	-1.8%	-0.1%	7.1%	-3.1	-0.9%	-0.1%	-9.8%
CC1CCC2(CC1)NC(=O)N(Cc1cccc(C(F)(F)F)c1)C2=O (configuration not stated)	-6.4%	27.3%	-3.9%	?	3.3%	0.7%	-3.4%	26.1	1.3%	-1.2%	-32.2%
O=C(Cn1c[n+](CC(=O)c2ccc([N+](=O)[O-])cc2)cn1)c1ccc([N+](=O)[O-])cc1	0.7%&-3.7%	13.1%&-2.0%	-16.1%&-11.2%	?	-9.3%&-9.5%	-1.3%&15.6%	7.1%&2.4%	-2.4&-0.3	-4.9%&-14.8%	-4.9%&-6.5%	-22.4%&-42.8%
CC1(C)C(=S)N(Cc2ccccc2)c2ccccc21	7.4%	.	0.1%	11.0%	.	-3.0%	.	3.4	6.1%	-1.4%	-4.3%
Cc1ccc(-c2c[n+]3c(n2-c2ccccc2)CCC3)cc1	-16.4%	?	6.0%	2.31µM*	?	-34.2%[inhibitor]	2.0%	1.2	2.0%	-29.7%	-62.3%
Next section:
SMILES	ELG1 genotox	RORg inh	FLuc counter	ELG1 repair inh	Gal4-VP16 FLuc	Rab9 promoter act	p53 reactivation	TRPV1 ag	Tb PFK inh	NPC1 prom act	BRCA1 expr up
COc1ccccc1NC(=S)NC(=O)CCc1ccccc1	-3.0%	12.6µM*	-0.8%	-0.2%	10µM*	2.6%	-14.2%	-0.2	-0.2%	-3.0%	-9.5%
COc1ccccc1CNC(=O)CCNC(=O)C1CCN(S(=O)(=O)c2ccccc2)CC1	2.0%	-25.8%	1.6%	-0.6%	-1.6%	-2.3%	0.8%	-4.0	1.0%	-1.5%	-0.7%
CCOCCCNC(=O)Cn1nc(Cc2ccncc2)c2ccccc2c1=O	-1.4%	-0.8%	-1.6%	-1.0%	6.1%	-4.7%	-4.3%	0.0	4.7%	-0.6%	-14.4%
CCN(CC)c1ccc(NC(=O)C2CC3CCC2C3)cc1 (configuration not stated)	7.1%	41.0%	?	?	-14.8%	?	10.2%	-3.3	-9.4%	?	74.6%
CCOC(=O)C1C(=O)C=C(c2ccc(C)cc2)CC1c1ccco1 (configuration not stated)	-0.1%	1.7%	12µM*	17.1%	4.1%	17.7%	2.8%	?	1.6%	2.2%	40.9%
O=C(Oc1ccccc1)c1cccc2cccc(C(=O)Oc3ccccc3)c12	-2.2%	29.0%	-15.4%	0.0%	-8.3%	-3.3%	-4.1%	2.4	-3.1%	-6.8%	-16.2%
COC(=O)c1ccccc1COn1c(=O)c(C)[n+]([O-])c2ccccc21	-4.1%	10.0%	0.6%[2.3 µM]	-0.8%	7.2%	-1.6%	-3.0%	0.8	-8.3%	-1.6%	-15.9%
CCOc1ccccc1NC(=O)c1ccc2c(c1)C(=O)N(CC(C)C)C2=O	1.6%	-7.4%	0.8%	13.6%	7.8%	7.2%	.	3.3	0.5%	?	3.2%
CCc1ccc(C(=O)N2CCC(c3nc4ccccc4s3)CC2)cc1	-3.7%	-16.2%	-17.6%	27.3%	-3.7%	0.6%	-5.6%	?	5.6%	-0.1%	-17.2%
O=C1N=c2ccccc2=C1c1[nH]c(=S)[nH]c1O	?	-40.1%	1.4%	?	-0.5%	23.7%	12.4%	1.3	-29.1%	-0.2%	-29.7%
Cc1ccc(NC(=O)c2ccc(Cl)c(S(=O)(=O)NCc3ccco3)c2)c(O)c1	0.0%	.	.	0.6%	.	.	2.8%	.	0.8%	.	-55.6%
CCOC(=O)c1ccc(NC(=O)N2C3CCCC2CC(NC(C)=O)C3)cc1 (configuration not stated)	-5.6%	-16.2%	0.7%	11.4%	-29.2%	0.4%	-8.7%	-1.5	-2.5%	-6.3%	-1.9%
COc1ccc(C)cc1NC(=O)COC(C)=O	2.5%	-31.8%	8.3%	?	-16.5%	-1.9%	-1.1%	0.1	-9.6%	1.5%	-0.8%
Cc1ccccc1NC(=O)CSc1nc2[nH]c(=O)cc(O)c2s1	2.0%	.	4.6%	8.2%	.	0.9%	3.8%	-3.8	-2.0%	-0.2%	-5.5%
Cc1cc(C)c(/C([O-])=C(/C(=S)Nc2ccc(SC(F)F)cc2)[n+]2ccccc2)cc1C	-4.9%	11.2µM*	-13.0%	?	-10.9%	-4.7%	6.4%	-4.3	13.7%	-11.2%	-33.5%
